From PubChem
Rv3671c protease – inhibits the M. tuberculosis serine protease Rv3671c | 0.048% of 320,000 active | P9WHR9 | inhibition, % at 5.96 µM; in the data active means inhibition above about 38%;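 further: extracellular domain of Rv3671c used as enzyme; 0% = enzyme with DMSO and 100% = no enzyme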
Target sequence (P9WHR9 whole entry, looked up, the tested form may be a part): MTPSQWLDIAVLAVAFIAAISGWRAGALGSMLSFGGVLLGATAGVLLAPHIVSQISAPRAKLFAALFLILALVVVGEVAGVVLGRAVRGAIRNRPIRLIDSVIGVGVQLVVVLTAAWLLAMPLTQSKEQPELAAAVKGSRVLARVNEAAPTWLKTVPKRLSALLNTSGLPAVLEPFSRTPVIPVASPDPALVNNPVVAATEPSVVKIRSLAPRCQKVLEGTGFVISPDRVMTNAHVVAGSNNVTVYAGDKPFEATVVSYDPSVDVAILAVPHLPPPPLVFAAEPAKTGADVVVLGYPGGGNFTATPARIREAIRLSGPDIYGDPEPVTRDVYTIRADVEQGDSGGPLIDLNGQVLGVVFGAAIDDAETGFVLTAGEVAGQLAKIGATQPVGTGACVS
Mtb FBA inh – Mtb fructose-bisphosphate aldolase inhibition. 2.3% of 360,000 active. purified M. tuberculosis FBA, fluorescence read-out. AID 588726. P9WQA3. inhibition, % at 1 µM; in the data active means inhibition above about 27%;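 further: 0% = vehicle and 100% = reference inhibitor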
Target sequence (P9WQA3 whole entry, looked up): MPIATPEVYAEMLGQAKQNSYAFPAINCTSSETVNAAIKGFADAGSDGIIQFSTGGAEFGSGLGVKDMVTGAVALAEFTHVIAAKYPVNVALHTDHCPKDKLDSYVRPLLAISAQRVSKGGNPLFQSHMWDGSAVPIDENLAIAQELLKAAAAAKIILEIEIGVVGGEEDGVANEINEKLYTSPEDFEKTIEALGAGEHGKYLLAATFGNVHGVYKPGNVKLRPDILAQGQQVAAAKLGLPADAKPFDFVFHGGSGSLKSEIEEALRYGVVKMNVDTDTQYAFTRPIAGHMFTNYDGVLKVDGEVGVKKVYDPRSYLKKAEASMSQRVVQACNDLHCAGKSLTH
VHR inh abs – inhibitors of human VHR1 phosphatase (DUSP3). inhibition, % at 13.3 µM. 0.52% of 290,000 active. P51452. recombinant VHR phosphatase, pNPP absorbance; in the data active means inhibition above about 50%; further: some compounds called inactive have numbers as strong as hits
Target sequence (P51452 whole entry, looked up): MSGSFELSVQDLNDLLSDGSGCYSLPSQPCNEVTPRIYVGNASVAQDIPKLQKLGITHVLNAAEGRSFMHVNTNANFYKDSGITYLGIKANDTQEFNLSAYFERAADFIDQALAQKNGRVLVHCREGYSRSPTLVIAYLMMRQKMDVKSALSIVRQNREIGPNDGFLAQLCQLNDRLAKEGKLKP
UGM FP inh – Mtb UDP-galactopyranose mutase inhibition | purified UGM, fluorescence polarization probe displacement | inhibition, % at 10 µM | 0.06% of 320,000 active; in the data active means inhibition above about 10%, passing the limit was not always enough
SSB-PriA inh – K. pneumoniae PriA-SSBct interaction inhibition; AlphaScreen SSBct-PriA binding, biotinylated peptide; inhibition, % at 33 µM; 0.6% of 430,000 active; in the data active means inhibition mostly above about 37%, no sharp cut-off; inactive means mostly below about 20%;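 further: plate controls were negative control peptide for no effect and reference peptide for full effect; strong numbers were not always called active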
GDH-TPI inh – counter-screen for M. tuberculosis FBA inhibitors: GDH-TPI coupled enzymes; AID 588335; 1.2% of 360,000 active; inhibition, % at 4.8 µM; GDH-TPI coupled enzyme counterscreen, NADH absorbance; in the data active means inhibition above about 30%;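 further: 0% = DMSO wells and 100% = wells lacking the enzyme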
BH1578 lux ind – inducers of Vibrio cholerae quorum light production without autoinducers. 0.16% of 350,000 active. activation, % at 18.7 µM. AID 588436. V. cholerae BH1578 lux reporter, luminescence, 6 h; in the data active means activation mostly above about 9.7%, no sharp cut-off; further: not every result past the cut was called active; inactives centre near 0; reference of the scale not given here
MazEF act – activators of E. coli MazEF toxin-antitoxin RNase; AID 504720; FAM/BHQ RNA-DNA oligo cleavage fluorescence, 5 h; activation, % at 20 µM; P0AE70; 0.32% of 350,000 active; in the data active means activation above about 50%
Target sequence (P0AE70 whole entry, looked up): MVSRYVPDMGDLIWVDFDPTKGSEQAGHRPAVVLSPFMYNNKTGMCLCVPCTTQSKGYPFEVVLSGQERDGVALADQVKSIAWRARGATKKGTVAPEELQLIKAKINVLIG
Mtb BioA inh – inhibitors of Mycobacterium tuberculosis BioA enzyme | purified M. tuberculosis BioA enzyme, plate reader | inhibition, % at 9.99 µM | 0.096% of 360,000 active | AID 602481; in the data active means inhibition above about 40%
SARS 3CLpro inh – SARS-CoV 3CLpro protease inhibition | P0C6X7 | recombinant SARS-CoV 3CLpro, quenched FRET peptide cleavage | inhibition, % at 6 µM | 0.14% of 290,000 active | AID 1706; in the data active means inhibition above about 12%
* hit, by the source's call; i = inactive; / = no result given; + = active, no number; & = joins results of further samples. Only part of the results is shown, so the mix of outcomes need not match the whole.

SMILES	Rv3671c protease	Mtb FBA inh	VHR inh abs	UGM FP inh	SSB-PriA inh	GDH-TPI inh	BH1578 lux ind	MazEF act	Mtb BioA inh	SARS 3CLpro inh
Cc1ccnc(NC(=O)C2CCN(S(=O)(=O)c3c(C)c(C)cc(C)c3C)CC2)c1	-5	2	2	0.2	9	-5	-1.7	10	1.9	5
O=C(NCCS(=O)(=O)N1CCN(Cc2ccccc2)CC1)c1ccccc1	1	1	/	2.1	-10	-6	-0.3	-7	0.3	/
Cc1[nH]c2ccccc2c1C(=O)C(=O)NC1CC1	-5	-2	1	3.5	-7	17	-0.2	2	-0.4	-6
O=C(NCCSCc1ccco1)Nc1cccc(Cl)c1	4	-1	8	0.6	-2	-4	5.9	-2	2.7	-5
N/C(Cn1nnc(-c2ccccc2)n1)=N\O	6	0	2	-0.7	/	16	0.1	2	/	-2
CCOC(=O)N1CCC(c2nc3ccccc3[nH]2)CC1	6	-6	0	-0.2	-14	6	i	-4	-0.2	-1
NC(=O)c1nn(-c2ccccc2)nc1N	2	+	4	1.0	-1	5	0.2	5	1.2	-2
Cc1cccc(OCCCC(=O)NC(C)c2ccccc2)c1 (centres undefined)	-1	0	8	0.3	-17	4	-5.3	-7	/	1
CCC(Sc1nc2cc(OC)c(OC)cc2c(=O)n1CCc1ccc(S(N)(=O)=O)cc1)C(=O)NCCOC (centres undefined)	-1	5	27	-0.1	-8	-3	-4.2	2	0.0	0
CC(C)C1(c2ccsc2)NC(=O)NC1=O (centres undefined)	/	2	/	/	-16	-13	-0.8	-10	/	/
CCCC(C)NC(=O)/C=C/c1cccc([N+](=O)[O-])c1 (centres undefined)	-5	0	-7	-0.7	-4	2	3.6	4	1.0	3
O=C(CN1CCOCC1)Nc1ccccc1NC(=O)C1CCN(c2ncccn2)CC1	-7	2	-7	2.4	-12	-2	-0.5	4	/	1
O=C(CCn1c2c(c3ccccc31)CCCC2)NNC(=O)c1ccccc1Cl	5	0	8	-1.2	-14	11	-0.3	8	/	3
NS(=O)(=O)c1ccc(CCNC(=O)c2ccc(Cl)nc2)cc1	-2	0	19	0.1	-3	0	-1.4	-12	0.3	-2
C/C(CC(=O)Nc1cccc(C(F)(F)F)c1)=N\NC(=O)c1cnccn1	-20	2	29	-0.9	/	-1	i	18	0.5	-2
Cc1noc(NS(=O)(=O)c2ccc(N/C=C\C(=O)c3cccc4ccccc34)cc2)c1C	-1	-1	9	-0.2	9	8	i	-22	4.3	3
COC(=O)[C@H](C)NC(=O)Nc1ccccc1C(F)(F)F	-3	0	42	0.8	-23	-12	-0.3	5	/	4
Cc1cccc(C)c1NC(=O)Nc1ccc2c(c1)OCO2	-9	2	2	0.2	-5	9	-6.7	12	-0.8	-2
CC(C)(C)S(=O)(=O)c1ccc(S(=O)(=O)C(C)(C)C)s1	13	/	-4	-0.9	/	/	/	/	/	3
COC(=O)C1=C(c2ccc(C(C)=O)cc2)C[C@@H]2CC[C@H]1N2C(=O)NCCCOC(C)C	7	4	/	-0.2	4	9	-0.4	-6	0.5	/
Cc1cccc(-n2cnc3sc(C)c(C)c3c2=O)c1	0	1	4	-1.9	0	-10	0.2	-2	/	-1
O=C(Nc1nccs1)c1cc(-c2ccncc2)nc2ccccc12	11	-3	15	3.2	2&13	-4	-0.5	-22	/	6
COc1ccc(CCNC(=O)C(=O)c2cn(CC(=O)N3CCCC3)c3ccccc23)cc1OC	/	-2	/	/	/	10	-0.3	3	0.7	/
CCc1cccc(NC(=O)NC(=O)Cn2nnc(C(=O)OC)c2C(=O)OC)c1	3	1	-17	1.4	-6	-5	-0.7	2	0.8	7
COc1ccc(NC(=O)C2CC(=O)N(Cc3ccc(C)cc3)C2)cc1S(=O)(=O)N1CCCCC1 (centres undefined)	2	4	-10	-0.3	-14	7	-0.4	6	-5.0	2
CCN=C(NCC)SC1CC(=O)N(c2cccc(OCC)c2)C1=O (centres undefined)	10	-1	-8	-3.7	1	0	i	-4	-0.1	1
O=C(NCc1ccccc1Cl)C1CCC(=O)N(CCCN2CCCC2=O)C1 (centres undefined)	-4	-1	4	-3.2	-2	-2	-0.5	5	0.5	2
CCCCSc1n[nH]c(N)n1	8	-3	-10	1.1	-9	-1	0.5	-3	/	6
CC1(NC(=O)c2cc(-c3cccs3)nn2-c2ccccc2)CCS(=O)(=O)C1 (centres undefined)	8	1	/	-0.2	-17	-4	i	4	0.6	/
Cc1nc(-c2ccc(Cl)cc2)sc1C1(C)CC(c2ccncc2)=NO1 (centres undefined)	-11	1	/	-1.9	-2	7	i	11	0.1	/
O=C(CCl)c1cc2c3c(c1)CC(=O)N3CCC2	1	-10	6	0.2	-2	2	-0.3	4	0.9	4
CC1=NN(C(=O)Cc2ccccc2)C(O)(c2ccccc2)C1 (centres undefined)	-6	5	20	-3.3	1	-1	2.4	1	2.3	7
CCN(C(C)=O)c1cnc(C=NNC(N)=S)c2ccccc12	/	2	/	/	18	34*	-1.1	6	/	/
COc1ccc(N(CC(=O)Nc2ccc(F)c(Cl)c2)S(=O)(=O)c2c(C)noc2C)cc1	-22	-2	-5	5.3	-6	21	i	-1	-1.3	3
CN(C)CCCNC(=O)C(=O)NCC(c1cccs1)S(=O)(=O)c1ccc(F)cc1 (centres undefined)	-8	3	/	-2.5	-20	-1	-0.7	-5	/	/
Cc1noc(C)c1S(=O)(=O)N(CC(=O)NCc1ccc2c(c1)OCO2)c1ccc(C(C)C)cc1	5	1	42	-1.9	-5	-3	-0.2	14	-2.1	0
COc1ccccc1NC(=O)N1CCCC1C(=O)Nc1ccc(NC(C)=O)cc1 (centres undefined)	-12	3	19	0.3	-8	-9	-0.3	-1	-1.1	2
O=C(NNc1ccccc1Cl)C(O)(c1cccc(C(F)(F)F)c1)c1cccc(C(F)(F)F)c1	-27	-2	-11	1.0	-1	10	0.7	24	3.3	0
CCOC(=O)c1c(C)c(C(=O)NCCCOC)c(C)n1C	-4	3	4	-1.9	10	-7	-3.0	2	/	-3
C=CCC[C@H](Cc1ccc(F)cc1)C(=O)OC[C@@H](Cc1c[nH]c2ccccc12)NC(=O)[C@H](CC=C)CC(=O)N[C@H](CO)Cc1ccccc1	-10	0	/	0.1	-10	7	i	1	-3.0	/

Complete entries, looked up by structure. Order of screens: Rv3671c protease, Mtb FBA inh, VHR inh abs, UGM FP inh, SSB-PriA inh, GDH-TPI inh, BH1578 lux ind, MazEF act, Mtb BioA inh, SARS 3CLpro inh
Cc1noc(C)c1S(=O)(=O)N(CC(=O)NCc1ccc2c(c1)OCO2)c1ccc(C(C)C)cc1 reads 5, 1, 42, -1.9, -5, -3, -0.2, 14, -2.1, 0
COc1ccc(CCNC(=O)C(=O)c2cn(CC(=O)N3CCCC3)c3ccccc23)cc1OC reads /, -2, /, /, /, 10, -0.3, 3, 0.7, /
Cc1nc(-c2ccc(Cl)cc2)sc1C1(C)CC(c2ccncc2)=NO1 (centres undefined) reads -11, 1, /, -1.9, -2, 7, i, 11, 0.1, /

Continued.
SMILES	Rv3671c protease	Mtb FBA inh	VHR inh abs	UGM FP inh	SSB-PriA inh	GDH-TPI inh	BH1578 lux ind	MazEF act	Mtb BioA inh	SARS 3CLpro inh
Cc1ccc(NC(=O)CSc2nnc(-c3ccncc3)n2C)cc1S(=O)(=O)N1CCOCC1	0	0	45	-0.9	-6	0	i	3	1.8	-3
CN(C)C1=NC[C@H](Cc2ccccc2)N1CCCCc1ccccc1	7	-2	/	2.0	-6	4	1.2	4	8.6	/
CC1CCN(c2ncccc2C(=O)O)CC1	-4	0	22	1.1	1	10	i	-2	8.9	-3
COc1ccc(C(O)c2nc(-c3cc4ccccc4o3)cs2)cc1 (centres undefined)	/	-4	/	/	/	5	i	/	-1.5	/
Cn1ccs/c1=N\S(=O)(=O)c1ccc(Br)cc1	3	-2	13	0.0	/	6	-14	-4	-0.7	-5
CCOC(=O)Cn1c(=S)[nH]c2c(oc3ccc(Cl)cc32)c1=O	-9	1	31	2.7	-13	-3	1.2	2	-0.4	4
Cc1cc(C)c(N(CC(=O)NC(C)(C)C)C(=O)CNC(=O)c2cccs2)c(C)c1	14	-4	-17	-1.1	0	5	i	1	/	2
CCOC(=O)CNC(=O)CNC(=O)c1ccc(OC(C)C)cc1	2	4	5	0.1	-8	-2	i	0	-0.1	1
C=CCNC(=S)NNC(=O)C(CCC(C)C)CC(C)O (centres undefined)	-1	-1	19	2.4	-15	-1	i	4	-1.5	-3
Cc1ccc(S(=O)(=O)N2CCN(C(=O)COC(=O)c3ccc([N+](=O)[O-])o3)CC2)c(C)c1	-13	0	/	-0.1	-6	1	i	0	0.2	/
CC(C)(C)C(=O)Nc1ccc(NC(=O)c2ccco2)nc1	-4	2	26	-1.7	12	4	-0.2	1	-0.5	5
COc1ccc(NC(=O)C2Cc3c(-c4cccc(F)c4)ccnc3O2)cc1 (centres undefined)	/	1	/	/	/	14	-0.6	/	0.1	/
O=C(Nc1ccccc1N1CCOCC1)c1ccc(F)c(S(=O)(=O)N2CCOCC2)c1	2	0	/	0.6	-3	1	-0.3	-5	-0.7	/
CC(C)NS(=O)(=O)c1ccc(OCC(=O)Nc2ccccc2F)cc1	-5	-1	12	-3.1	-11	-4	i	6	1.1	2
c1ccc(-c2ccccc2OCCN2CCCC2)cc1	4	0	-23	-0.3	-2	3	i	11	-0.9	-3
Cc1ccccc1Nc1nc(N)nc(COC(=O)c2ccc(O)cc2)n1	-6	-1	-1	0.2	-10	3	-2.6	11	/	1
Cc1cccc(NC(=S)N(Cc2ccc(Cl)cc2)Cc2ccc(C(=O)O)cc2)c1	2	3	25	2.1	-12	1	-0.2	3	/	-1
CSc1nc(N2CCOCC2)c2c(c1C#N)CC(C(C)C)OC2 (centres undefined)	/	1	27	-1.0	5	0	i	-3	-0.2	-3
Cc1cc(C(=O)NNC(=O)c2ccc(F)cc2)c(C)s1	9	2	/	0.6	-10	5	0.1	8	-2.0	/
Clc1ccc(Nc2ccc3ccccc3n2)cc1	8	1	/	1.0	-2	1	-0.8	-10	/	/
COc1ccc2nc(NC(=O)c3ccc(-c4cccc([N+](=O)[O-])c4)o3)sc2c1	0	/	28	-1.0	/	/	/	/	/	-2
O=c1c2ccccc2nnn1-c1ccccc1	/	2	/	/	-1	7	-1.0	3	/	/
CCCC(C)CC1(CCO)C(=O)NC(=S)NC1=O (centres undefined)	/	-1	/	/	-15	0	16	3	-1.3	/
NC(=O)Cn1c2[n+](c3ccccc31)CC(O)CS2 (centres undefined)	-5	4	0	-1.2	-22	5	i	4	/	0
CCCCCCN1C=CC(=C/C=C(\C#N)C(=O)OCC)C=C1	-1	-38	21	-6.2	0	8	-0.2	-419	-5.2	-3
CCOc1ccc(-c2cc(C(=O)NCc3cc(C(F)(F)F)cc(C(F)(F)F)c3)[nH]n2)c(C)c1	/	2	/	/	/	6	-5.0	/	-2.3	/
CC(C)(C)n1ncc2c(=O)n(Cc3c(Cl)cccc3Br)cnc21	-2	0	/	-2.4	-15	0	1.2	8	-1.9	/
Cc1ccc(N2CC(C(=O)OCC(=O)C(C)(C)C)CC2=O)cc1C (centres undefined)	-5	-1	2	1.9	-13	1	-0.5	6	-1.8	-6
Cc1ccc(C(C#N)c2ccc(Cl)nn2)cc1 (centres undefined)	-6	2	17	3.0	-9	3	i	4	/	2
CC(=O)c1ccc(OCCOc2ccc([N+](=O)[O-])cc2)cc1	0	-1	-1	-0.5	-10	7	-1.2	3	1.7	-4
CCOc1ccccc1NC(=O)C(NCC1(N2CCCCC2)CCCCC1)c1ccccc1 (centres undefined)	4	-7	6	-0.1	4	-3	-0.5	-1	/	3
O=C(NNC(=O)c1ccccc1F)c1ccc(-c2ccc(Cl)cc2)o1	2	3	/	7.9	4	15	-0.6	3	/	/
Cc1ccccc1C(=O)NCCNC(=O)c1ccco1	-4	3	7	2.0	7	4	-0.3	3	-0.6	0
